Screening data from PubChem.
U2OS ROS induce – cancer cell ROS induction. U2OS ROS induction, H2DCF-DA fluorescence. ROS induction (% of piperlongumine), % at 10 µM. actives 2% (n = 46,000); in the data active = ROS induction above about 79%, passing the limit was not always enough;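 note: 0% = DMSO vehicle median and 100% = reference compound median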
Numbers without * were called inactive. The list is partial, so the mix of outcomes need not match the whole.

| Compound | U2OS ROS induce |
| --- | --- |
| C[C@H]1CN([C@@H](C)CO)C(=O)c2cc(NC(=O)C3CC3)ccc2O[C@H]1CN(C)S(C)(=O)=O | -6 |
| Cc1noc(C)c1S(=O)(=O)N(C)C[C@H]1Oc2ccc(NS(=O)(=O)c3ccc(F)cc3)cc2CC(=O)N([C@H](C)CO)C[C@H]1C | 19 |
| O=C(NN1S(=O)(=O)c2ccccc2S1(=O)=O)c1ccc(Br)cc1 | -8 |
| C[C@@H]1CN([C@H](C)CO)C(=O)c2cccc(NS(=O)(=O)c3ccc(F)cc3)c2O[C@H]1CN(C)S(=O)(=O)c1cccs1 | -6 |
| O=C(OCC1OC(Oc2ccc(O)cc2COC(=O)C2(O)C(O)CCC(=O)C2O)C(O)C(O)C1O)c1ccccc1 (stereo unspecified) | -2 |
| Cc1noc(C)c1S(=O)(=O)Nc1ccc2c(c1)C(=O)N([C@H](C)CO)C[C@H](C)[C@H](CN(C)Cc1ccc(-c3ccccc3)cc1)O2 | 71 |
| COc1ccc(-c2cnc3c(c2)C(=O)N([C@H](C)CO)C[C@H](C)[C@H](CN(C)Cc2ccc(F)cc2)O3)cc1 | 1 |
| C[C@@H]1CCCCO[C@@H](CN(C)Cc2ccc(C(=O)O)cc2)[C@@H](C)CN([C@H](C)CO)C(=O)c2cc(NC(=O)Nc3ccc(F)cc3)ccc2O1 | -10 |
| O=C(NO)c1cccc(C(=O)N/N=C/c2ccc(O)cc2Br)c1 | -17 |
| Cc1cc(C(=O)Nc2cccc3c2O[C@H](CN(C)C(=O)NC(C)C)[C@H](C)CN([C@@H](C)CO)C3=O)n(C)n1 | 4 |
| C[C@@H]1CN([C@H](C)CO)C(=O)c2cc(NC(=O)Nc3ccc(C(F)(F)F)cc3)ccc2O[C@H]1CN(C)S(=O)(=O)c1cccs1 | -1 |
| COc1cc(CO)cc(Cl)c1OCc1cccc([N+](=O)[O-])c1 | -2 |
| c1ccc2c(c1)NC(c1ccncc1)n1c-2nc2ccccc21 (stereo unspecified) | -3 |
| COc1ccc(-c2nc(SC)c(S(=O)(=O)c3ccc(C)cc3)[nH]2)cc1 | -8 |
| NCCCN(Cc1ccco1)C1CCCC1 | 8 |
| O=C1CCCc2c1n(CCN(Cc1ccccc1)Cc1ccccc1)c1ccc(Cl)cc21 | -7 |
| C[C@@H]1CN([C@@H](C)CO)C(=O)Cc2cc(NC(=O)Nc3ccc(F)cc3)ccc2O[C@@H]1CN(C)Cc1ccc(C(=O)O)cc1 | 14 |
| C[C@@H]1CCCCO[C@@H](CN(C)C)[C@@H](C)CN([C@H](C)CO)C(=O)c2cc(NC(=O)Cc3ccccc3)ccc2O1 | -1 |
| COc1cc(/C=C/C(=O)OC2C(COC(=O)c3cc(OC)c(OC)c(OC)c3)OC(OC3(CO)OC(CO)C(O)C3O)C(O)C2O)cc(OC)c1OC (stereo unspecified) | -6 |
| Cc1noc(C)c1S(=O)(=O)Nc1ccc2c(c1)C(=O)N([C@H](C)CO)C[C@H](C)[C@H](CN(C)S(=O)(=O)c1cccs1)O2 | -5 |
| C[C@H]1CN([C@@H](C)CO)C(=O)c2cc(NC(=O)Nc3ccc4c(c3)OCO4)ccc2O[C@H]1CN(C)Cc1ccc(Cl)c(Cl)c1 | 28 |
| C[C@H](CO)N1C[C@H](C)[C@H](CN(C)Cc2ccccc2)Oc2c(NC(=O)Nc3cccc4ccccc34)cccc2C1=O | 9 |
| COc1cccc(NC(=O)CSc2ncnc3scc(-c4ccc(C)cc4)c23)c1 | -1 |
| CN(C)C=NC(=O)c1ccc(-c2cccs2)s1 | 9 |

Of the compounds above, 8 contain two or more sulfur atoms:
| Compound | U2OS ROS induce |
| --- | --- |
| Cc1noc(C)c1S(=O)(=O)N(C)C[C@H]1Oc2ccc(NS(=O)(=O)c3ccc(F)cc3)cc2CC(=O)N([C@H](C)CO)C[C@H]1C | 19 |
| O=C(NN1S(=O)(=O)c2ccccc2S1(=O)=O)c1ccc(Br)cc1 | -8 |
| C[C@@H]1CN([C@H](C)CO)C(=O)c2cccc(NS(=O)(=O)c3ccc(F)cc3)c2O[C@H]1CN(C)S(=O)(=O)c1cccs1 | -6 |
| C[C@@H]1CN([C@H](C)CO)C(=O)c2cc(NC(=O)Nc3ccc(C(F)(F)F)cc3)ccc2O[C@H]1CN(C)S(=O)(=O)c1cccs1 | -1 |
| COc1ccc(-c2nc(SC)c(S(=O)(=O)c3ccc(C)cc3)[nH]2)cc1 | -8 |
| Cc1noc(C)c1S(=O)(=O)Nc1ccc2c(c1)C(=O)N([C@H](C)CO)C[C@H](C)[C@H](CN(C)S(=O)(=O)c1cccs1)O2 | -5 |
| COc1cccc(NC(=O)CSc2ncnc3scc(-c4ccc(C)cc4)c23)c1 | -1 |
| CN(C)C=NC(=O)c1ccc(-c2cccs2)s1 | 9 |

More compounds.
| Compound | U2OS ROS induce |
| --- | --- |
| COc1ccccc1C1CCN(C(=O)c2ccco2)CC1 | 35 |
| C[C@H](CO)N1C[C@H](C)[C@H](CN(C)C(=O)Nc2ccc(C(F)(F)F)cc2)Oc2c(NC(=O)c3cnccn3)cccc2C1=O | -11 |
| C[C@H]1CN([C@@H](C)CO)C(=O)Cc2cc(NC(=O)Nc3ccc(C(F)(F)F)cc3)ccc2O[C@@H]1CN(C)CC1CCCCC1 | 0 |
| CC(C)NC(=O)N(C)C[C@H]1OCCCC[C@@H](C)Oc2ccc(NC(=O)C3CCCCC3)cc2C(=O)N([C@H](C)CO)C[C@@H]1C | 4 |
| CCn1c(C)[n+](CC)c2ccccc21 | 5 |
| CC(C)S(=O)(=O)c1csc(NC(=O)Nc2cc(C(F)(F)F)cc(C(F)(F)F)c2)c1Cl | 5 |
| COc1ccc(NC(=O)N(C)C[C@H]2Oc3ccc(NC(=O)Cc4cn(C)c5ccccc45)cc3CC(=O)N([C@H](C)CO)C[C@H]2C)cc1 | 4 |
| C[C@H]1CN([C@@H](C)CO)C(=O)c2cc(NS(=O)(=O)c3cccs3)ccc2O[C@H]1CN(C)C(=O)Nc1ccc(C(F)(F)F)cc1 | 10 |

Continuation.
Structure | U2OS ROS induce
Cc1ccc(S(=O)(=O)N(C)C[C@H]2Oc3ccc(NC(=O)C4CC4)cc3CC(=O)N([C@@H](C)CO)C[C@H]2C)cc1 | -1
FC(F)(F)c1nc2ccccc2nc1-c1cccc(Cl)c1 | -5
COc1ccc(NC(=O)Nc2ccc3c(c2)C(=O)N([C@H](C)CO)C[C@H](C)[C@H](CN(C)Cc2ccccc2)OCCCC[C@@H](C)O3)cc1 | 17
CC(C)NC(=O)N(C)C[C@H]1Oc2c(NC(=O)C3CCOCC3)cccc2C(=O)N([C@@H](C)CO)C[C@@H]1C | -8
Cc1cccc(NC(=O)c2cccc(Br)c2)n1 | 16
CCOC(=O)N1CCC(Nc2nc3ccccc3nc2NS(=O)(=O)c2ccc(Cl)cc2)CC1 | 12
COc1ccc(NC(=O)N(C)C[C@@H]2Oc3c(NC(=O)NC(C)C)cccc3C(=O)N([C@@H](C)CO)C[C@@H]2C)cc1 | -8
CC1/C(=N/O)C[C@@H]2C[C@H]1C2(C)C (stereo partly specified) | -5
CN(CC(=O)Nc1cc(C(F)(F)F)ccc1Cl)S(=O)(=O)c1ccc2ccccc2c1 | -1
NC(=O)c1c(NC(=S)NC(=O)c2ccccc2Cl)sc2c1CCCC2 | 9
CNC[C@H]1Oc2ccc(NC(=O)Nc3ccc4c(c3)OCO4)cc2CC(=O)N([C@@H](C)CO)C[C@@H]1C | 10
O=C(CNc1ccc(Cc2ccncc2)cc1)c1cccc2ccccc12 | -4
C[C@@H]1CN([C@@H](C)CO)C(=O)c2cccc(NC(=O)Nc3ccccc3)c2O[C@H]1CN(C)Cc1ccc(C(=O)O)cc1 | -2
C[C@@H]1CN([C@H](C)CO)C(=O)Cc2cc(NS(=O)(=O)c3ccccc3)ccc2O[C@@H]1CN(C)Cc1ccc(C(=O)O)cc1 | -1
COc1cccc(S(=O)(=O)NCc2ccc(C(=O)O)cc2)c1 | -7
CNC[C@@H]1Oc2c(NC(=O)C3CC3)cccc2C(=O)N([C@@H](C)CO)C[C@@H]1C | -7
C[C@H]1CN([C@@H](C)CO)C(=O)c2cc(NC(=O)CCCN(C)C)ccc2O[C@H]1CN(C)Cc1ccc(Oc2ccccc2)cc1 | 10
C[C@H](CO)N1C[C@H](C)[C@H](CN(C)Cc2ccc(C(=O)O)cc2)Oc2c(NC(=O)C3CCCCC3)cccc2C1=O | -11
Cc1ccc(S(=O)(=O)N(C)C[C@H]2Oc3ccc(NS(=O)(=O)c4cccs4)cc3C(=O)N([C@H](C)CO)C[C@@H]2C)cc1 | -3
O=C(N1CCCCC1)[C@@]1(Cc2ccccc2)N=C(c2ccc(OCCCO)cc2)O[C@H]1c1ccccc1 | 32
C[C@H]1CN([C@@H](C)CO)C(=O)Cc2cc(NS(=O)(=O)c3cn(C)cn3)ccc2O[C@@H]1CN(C)C | 4
C=CCNC(=O)[C@H]1[C@@H]2C(=O)O[C@@H](c3ccccc3)[C@@H](c3ccccc3)N2[C@@H](c2ccc(O)cc2)[C@]12C(=O)Nc1ccccc12 | 12
Cc1ccc(S(=O)(=O)Nc2ccc3c(c2)C(=O)N([C@H](C)CO)C[C@@H](C)[C@H](CN(C)S(=O)(=O)c2cccs2)O3)cc1 | -14
COc1cccc(Oc2coc3cc(OCC(N)=O)ccc3c2=O)c1 | -12
COc1cc(/C=C/C=N/NC(=O)c2ccc(C(=O)NO)cc2)ccc1O | -10
COc1ccc(/C=C2/SC(=S)N(C)C2=O)cc1 | -5
O=C1CC(SC(=Nc2ccccc2)Nc2ccccc2)C(=O)N1CCc1ccccc1 (stereo unspecified) | -20
COc1ccc(Cl)cc1NC(=O)CSc1nnc(N)s1 | -1
C[C@H]1CN([C@@H](C)CO)C(=O)c2cc(NS(=O)(=O)c3cccs3)ccc2O[C@@H]1CN(C)S(=O)(=O)c1ccccc1 | 2
CC(=O)Nc1ccc(C(=O)CSc2ncn[nH]2)cc1 | 10
C[C@@H]1CN([C@H](C)CO)C(=O)c2cc(NC(=O)Cc3cn(C)c4ccccc34)ccc2O[C@H]1CN(C)C(=O)NC1CCCCC1 | 31
C[C@@H]1CN([C@H](C)CO)C(=O)c2cc(NC(=O)CCC(F)(F)F)ccc2O[C@@H]1CN(C)C(=O)Nc1ccccc1 | 1
C[C@@H]1CN([C@@H](C)CO)C(=O)CCCn2cc(nn2)CO[C@H]1CN(C)C(=O)Nc1ccc2c(c1)OCCO2 | 14
C[C@H](CO)N1C[C@H](C)[C@H](CN(C)Cc2ccc3c(c2)OCO3)Oc2ccc(NC(=O)Cn3cnnn3)cc2CC1=O | 7
C=CCOC(=O)[C@@H]1[C@H]2C(=O)O[C@H](c3ccccc3)[C@H](c3ccccc3)N2[C@H](c2ccc(OCCOC(=O)[C@@H]3C[C@@H]4C(=O)N5CCC[C@H]5C(=O)N4[C@@H]3c3ccc(O)cc3)cc2)[C@@]12C(=O)Nc1ccc(I)cc12 | -10
O=C1O[C@H](c2ccccc2)[C@H](c2ccccc2)N2[C@H]1[C@@H](C(=O)N1CCCCCCC1)[C@]1(C(=O)Nc3ccccc31)[C@H]2c1ccc(O)cc1 | 24
C[C@@H]1CN([C@H](C)CO)C(=O)Cc2cc(NS(=O)(=O)c3ccc(Cl)cc3)ccc2O[C@@H]1CN(C)Cc1ccc(Oc2ccccc2)cc1 | 86*
C[C@H](CO)N1C[C@H](C)[C@H](CN(C)S(C)(=O)=O)Oc2ncc(C#Cc3ccccc3)cc2C1=O | -25
Cc1ccc(S(=O)(=O)Nc2ccc3c(c2)C(=O)N([C@@H](C)CO)C[C@@H](C)[C@@H](CN(C)C(=O)Nc2cccc4ccccc24)O3)cc1 | -4
Cc1ccccc1N(C)S(=O)(=O)c1ccc2[nH]cc(C(=O)NCCC(C)C)c(=O)c2c1 | 25
CCOc1ccc(OCCSc2nnnn2-c2ccccc2)cc1 | 20
CC1CC(C)CN(CCCNC(=O)Cn2c3ccccc3c3cn[nH]c(=O)c32)C1 (stereo unspecified) | -2
C[C@@H]1CN([C@H](C)CO)C(=O)Cc2cc(NC(=O)Cn3cnnn3)ccc2O[C@@H]1CN(C)CC1CCCCC1 | -3
COc1ccc(NC(=O)N(C)C[C@H]2Oc3ccc(NS(=O)(=O)c4cccs4)cc3CC(=O)N([C@@H](C)CO)C[C@H]2C)cc1 | -18
Cn1ccnc1SCC(=O)Nc1ccc(S(N)(=O)=O)cc1 | -11
C[C@@H]1CN([C@H](C)CO)C(=O)c2cccc(NC(=O)C3CC3)c2O[C@@H]1CN(C)S(=O)(=O)c1ccc(F)cc1 | 0
CNC[C@@H]1OCCCC[C@@H](C)Oc2ccc(NS(=O)(=O)c3ccccc3)cc2C(=O)N([C@H](C)CO)C[C@@H]1C | 22
CCOC(=O)Nc1cccc2nsnc12 | -7
C=C1C(=O)O[C@H]2[C@H]1[C@@H](OC(=O)C(C)(O)C(C)Cl)C(OC(C)=O)/C(C(=O)OC)=C\CC[C@@]1(C)O[C@H]21 (stereo partly specified) | 68
CS(=O)(=O)N(Cc1cc2ccccc2[nH]c1=O)c1ccccc1 | -10

Going on with the list:
Structure | U2OS ROS induce
Cc1nc2ccccn2c1-c1ccnc(SCC(=O)Nc2ccc(C(C)C)cc2)n1 | 1
COc1ccc(C(C)C(=O)c2ccc(O)cc2O)cc1O (stereo unspecified) | -6
Cc1cc(C(=O)NN)n(C(C)(C)C)n1 | -28
CNC[C@H]1Oc2ccc(NC(=O)Nc3cccc4ccccc34)cc2CC(=O)N([C@@H](C)CO)C[C@@H]1C | -2
Cc1c(C(=O)N(C)C)sc2c1c(=O)n(-c1ccccc1C(F)(F)F)c(=O)n2CC(N)=O | 10
Cc1ccc(C(=O)Nc2ccc(OCC(=O)O)cc2)cc1C | 9
COc1ccc(S(=O)(=O)Nc2ccc3c(c2)CC(=O)N([C@H](C)CO)C[C@@H](C)[C@@H](CN(C)Cc2ccc4c(c2)OCO4)O3)cc1 | 48
O=C(c1ccccc1)N(C(=O)c1ccccc1)C(=O)c1ccccc1 | 10
C[C@H](CO)N1C[C@H](C)[C@H](CN(C)S(=O)(=O)c2cn(C)cn2)Oc2ccc(NC(=O)CCCCCC(=O)Nc3ccccc3N)cc2CC1=O | 25

Three entries out of the list, arranged by number of heavy atoms, ascending:
Structure | U2OS ROS induce
COc1ccc(C(C)C(=O)c2ccc(O)cc2O)cc1O (stereo unspecified) | -6
Cc1ccc(C(=O)Nc2ccc(OCC(=O)O)cc2)cc1C | 9
Cc1c(C(=O)N(C)C)sc2c1c(=O)n(-c1ccccc1C(F)(F)F)c(=O)n2CC(N)=O | 10
